Assay outcomes (PubChem)
ERG-DNA inh – inhibitors of human ERG Ets domain-DNA interaction | P11308 | fluorescence polarization, His-ERG Ets domain / labelled DNA | Potency, µM (doses to about 76.9 µM), for inactives: top-dose FP activity, negative = inhibition, actives largely listed as inhibitors | actives 0.028% (n = 370,000) | AID 624246; active means well fitted inhibition curve with a large enough effect in the polarisation, with a control signal flat; inconclusive means small, poorly fitted or top-dose-only effect, or effect the other way, or a change in a side signal; inactive means no such curve, though single readings can be large or run the other way; the % refers to the polarisation;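 further: polarization taken with two DNA probes labelled with fluorescein and Texas red; potency means the concentration at half of the fitted maximal effect; % of control where 0% means no effect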
Target sequence (P11308 whole entry, looked up, the tested form may be a part): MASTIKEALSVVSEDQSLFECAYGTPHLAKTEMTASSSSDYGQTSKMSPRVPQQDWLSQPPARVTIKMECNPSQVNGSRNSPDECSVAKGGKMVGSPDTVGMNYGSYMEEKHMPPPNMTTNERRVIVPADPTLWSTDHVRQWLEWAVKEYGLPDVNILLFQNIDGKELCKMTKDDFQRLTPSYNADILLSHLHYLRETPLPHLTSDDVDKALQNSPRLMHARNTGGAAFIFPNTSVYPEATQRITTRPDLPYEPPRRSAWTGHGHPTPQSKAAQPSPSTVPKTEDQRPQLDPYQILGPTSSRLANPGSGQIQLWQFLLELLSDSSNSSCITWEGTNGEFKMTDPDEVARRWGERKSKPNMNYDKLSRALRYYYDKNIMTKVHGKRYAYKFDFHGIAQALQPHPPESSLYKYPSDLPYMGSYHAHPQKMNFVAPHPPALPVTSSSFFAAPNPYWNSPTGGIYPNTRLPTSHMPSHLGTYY
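His-tagged ERG Ets domain (1 uM in the protein solution; 300mM KCl, 50mM Tris-HCl, 1mM EDTA, 1mM DTT, pH 7.5) received compound, then a probe mix of 5 nM fluorescein-DNA and 100nM Texas-615-DNA. Fluorescence polarization was read for both dyes.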
Pin1 inh – inhibitors of human Pin1. Q13526. Pin1 FP peptide displacement, HiFluor488, 10 min. Potency, µM (highest dose often 115 µM), without a hit: top-dose activity, negative = inhibition, usual class: inhibitors. actives 0.009% (n = 390,000). AID 504891; active means well fitted inhibition curve with a large enough effect in the polarisation, with a control signal flat, not every such curve was filed as active; inconclusive means small, poorly fitted or top-dose-only effect, or effect the other way, or a change in a side signal; inactive means no such curve, though single readings can be large or run the other way; the % refers to the polarisation; further: potency means the concentration at half of the fitted maximal effect; on the % scale 0 is the no-effect control and ±100 the full control effect
PI4K2A block – blocks human PI4K2A kinase activity; purified PI4K2A, ADP-Glo luminescence, 1 h; hits give low values; activity change, negative = inhibition, % at 76.9 µM; actives 0.13% (n = 420,000); AID 1346378; in the data active means activity change below about -50%; inconclusive means mostly about -30% to -49%;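 further: -100% = wells without enzyme as full effect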
Target sequence (Q9BTU6 whole entry, looked up): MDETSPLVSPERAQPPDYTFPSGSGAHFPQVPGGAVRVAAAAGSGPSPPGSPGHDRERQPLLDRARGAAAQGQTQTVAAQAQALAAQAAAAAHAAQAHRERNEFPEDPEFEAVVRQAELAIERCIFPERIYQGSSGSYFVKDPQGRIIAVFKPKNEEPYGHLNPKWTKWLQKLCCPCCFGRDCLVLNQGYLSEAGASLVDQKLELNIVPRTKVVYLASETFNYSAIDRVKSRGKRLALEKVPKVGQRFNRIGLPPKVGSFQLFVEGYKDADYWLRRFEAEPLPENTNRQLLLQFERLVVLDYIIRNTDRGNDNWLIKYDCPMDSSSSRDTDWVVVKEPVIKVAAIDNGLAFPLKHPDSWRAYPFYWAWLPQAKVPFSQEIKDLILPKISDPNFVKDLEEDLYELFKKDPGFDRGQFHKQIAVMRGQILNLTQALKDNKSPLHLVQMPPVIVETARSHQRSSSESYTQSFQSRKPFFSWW
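ADP-Glo luminescence measured ADP generated by PI4K2A enzyme (4 ug/mL before mixing) with 1.2 mM PI substrate (pre-mix) and 300 microM ATP (pre-mix). Tris pH7.5 buffer with MgCl2, Triton X-100; 1 h reaction at ambient temperature.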
BAZ2B block – BAZ2B (human) inhibition. AlphaScreen BAZ2B-H3K14Ac peptide displacement. Potency, µM (series often up to 114 µM), inactives show at the highest dose activity change, negative = inhibition, actives largely listed as inhibitors. actives 4.4% (n = 360,000); further: potency means the concentration at half of the fitted maximal effect; on the % scale 0 is the no-effect control and ±100 the full control effect; nearly all actives have a fitted effect of over 60% in size
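Inhibition is scored as reduced AlphaScreen emission. The BAZ2B/b-H3(5-23)K14Ac complex (50 nM each) in PBS pH 7.4, 0.01% Tween-20 meets compound (up to 110 uM) for 30 min at RT before bead addition.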
PGK inhibitor – T. brucei PGK inhibition | Potency, µM (highest dose often 57.5 µM), without a hit: at the highest dose activity change, negative = inhibition, most hits filed as inhibitors | P07378 | actives 0.043% (n = 380,000) | PGK/GAPDH coupled, Kinase-Glo luminescence, 60 min; further: potency means the concentration at half of the fitted maximal effect; on the % scale 0 is the no-effect control and ±100 the full control effect; nearly all actives have a fitted effect of over 60% in size
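Recombinant glycosomal PGK reaction used 1,3-bisphosphoglycerate generated in-well by GAPDH (100nM final) in 100mM TEA pH 7.6, 5mM MgCl2, 0.01% Tween-20. After 60 minutes at room temperature, ATP was read by Kinase-Glo Plus luminescence end-point.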
GLS inh – glutaminase GLS (human) inhibition; actives 0.21% (n = 410,000); AID 624170; GLS enzymatic activity, qHTS titration; O94925; Potency, µM (top dose mostly 45.5 µM), without a hit: top-dose activity change, negative = inhibition, usual class: inhibitors; further: potency means the concentration at half of the fitted maximal effect; on the % scale 0 is the no-effect control and ±100 the full control effect
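Coupled fluorescence readout: glutamate oxidase/HRP/Amplex Red detect glutamate formed by hKGA from L-glutamine (1 mM solution added). Buffer 45 mM KH2PO4 pH 8.2, 0.02% Tween-20; reads at t0 and 30 min RT.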
G9a inh – G9a (human) methyltransferase inhibition; Q96KQ7; G9a H3K9 monomethylation, AlphaScreen, 2 h; Potency, µM (highest dose often 102 µM), for the others: at the top dose activity, negative = inhibition, actives largely listed as inhibitors; actives 8.8% (n = 350,000); AID 504332; further: potency means the concentration at half of the fitted maximal effect; on the % scale 0 is the no-effect control and ±100 the full control effect; nearly all actives have a fitted effect of over 75% in size
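Enzyme 20 nM + cpd, 15 min RT; add b-H3K9 pep 500 nM / SAM 20 uM; 2 h RT; anti-H3K9me1 Ab 0.5 ug/mL + SA donor / anti-rabbit acceptor beads 20 ug/mL each, 10 min; AlphaScreen read.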
HP1b chromo inh – inhibitors of HP1-beta chromodomain binding to methylated histone tails | Potency, µM (series often up to 114 µM), for the others: at the top dose activity change, negative = inhibition, hits mostly inhibitors | AlphaScreen HP1-beta / biotin-H3K9me3 peptide binding | actives 0.56% (n = 390,000) | AID 540317; further: potency means the concentration at half of the fitted maximal effect; nearly all actives have a fitted effect of over 70% in size; inactives centre near 23
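AlphaScreen: HP1-beta (50 nM) preformed 30 min with biotin-H3(1-18)K9me3 peptide (50 nM) in PBS pH 7.4, 0.01% Tween-20. Compound added for 30 min at RT, then streptavidin donor/nickel chelate acceptor beads (10 ug/mL) for 30 min.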
JMJD2A Tudor – inhibitors of human JMJD2A Tudor domain; AID 504339; Potency, µM (top dose mostly 114 µM), without a hit: at the top dose activity change, negative = inhibition, most hits filed as inhibitors; actives 4.4% (n = 390,000); AlphaScreen JMJD2A-Tudor / H3K4me3 peptide binding; O75164; further: potency means the concentration at half of the fitted maximal effect; on the % scale 0 is the no-effect control and ±100 the full control effect; nearly all actives have a fitted effect of over 50% in size
The depositor's hits bear a star; i = inactive; ? = inconclusive; / = not tested or not shown; [ ] = another dose, or the depositor's remark. Unless noted, the call rests on the fitted dose curve; in most records, active means well fitted curve in the direction sought with a large enough effect; inconclusive means small, poorly fitted or top-dose-only effect, or another doubt; inactive means no such curve, though single readings can be large; an effect the other way counts as inactive or inconclusive.

Structure,ERG-DNA inh,Pin1 inh,PI4K2A block,BAZ2B block,PGK inhibitor,GLS inh,G9a inh,HP1b chromo inh,JMJD2A Tudor
COc1cc(NC(=O)CSc2nc(C)c(C)c(C)n2)c(C)cc1[N+](=O)[O-],-9%,4%,-1,3%,-5%,2%,50µM*,32%,-11%
CC(=O)NC(c1ccc(C(C)C)cc1)c1c(O)ccc2ccccc12 (stereo unspecified),-4%,?,2,/,7%,9%,/,15%,-33%
CCN1CCN(C(=O)/C=C/c2ccc(OC)c(OC)c2)CC1,11%,-1%,-1,9%,-4%,-7%,-5%,47%[activator],3%
CC(C)(C)NC(=O)NC(=O)COc1ccc(Br)cc1Br,1%,-7%,1,7%,-7%,2%,1%[59 µM],68%[activator],12%
COCCCn1c(SCC(=O)NC2CCCC2)nnc1-c1ccco1,-1%,-10%,3,-8%,-6%,-7%,-40%[12.7 µM],31%,-5%
COc1ccc(C(=O)O)cc1Nc1nc2ccc(C)cc2n2cnnc12,4%,2%,2,1%,i,-23%,-20%[59 µM],18%,-4%
Fc1ccc(NC(=S)NC2CCCCC2)c(F)c1F,2%,1%,2,1%,-3%,-2%,1%,40%[activator],3%
CCOc1ccc(S(=O)(=O)NCCc2csc3nc(-c4ccc(OC)c(OC)c4)nn23)cc1,-1%,-8%,2,-5%,-5%,-9%,6%[59 µM],-11%,-18%
Cc1nc2cc(N3CCCCC3)c(NC(=O)c3ccncc3)cc2c(=O)n1Cc1ccccc1,5%,-1%,4,9%,-7%,8%,8%[59 µM],29%,-7%
COc1ccc(COC(=O)CCc2cc(OC)c(OC)c(OC)c2)cc1F,-6%,3%,6,/,-7%,-12%,/,28%[57 µM],?
Cc1ccc(-n2c(N)c(C(=O)NCc3cccnc3)sc2=S)cc1,9%,-1%,3,0%,-8%,-13%,10µM*,?,-23%
O=C(Cn1c(=O)c2c3c(sc2n(Cc2ccccc2)c1=O)CCCC3)NCCO,15%,-3%,-3,24%,-7%,-3%,-23%[2.33 µM],18%,-7%
CCOc1ccc2nc(N3C(=O)/C(=C/c4ccccc4)NC3=S)sc2c1,/,?,-2,3%,-2%,3%,-15%,21%,-1%
CCN(CC)S(=O)(=O)c1ccc(Cl)c(C(=O)NCc2ccco2)c1,-7%,-2%,3,-16%,5%,-1%,/,41%[activator],-12%
COCCN1C2=C(COC(C)(C)C2)C(=S)NC1c1ccccc1 (stereo unspecified),11%,18%,-6,-2%,-10%,-10%,/,20%,-17%
CSc1ccc(S(=O)(=O)Nc2c(C)cccc2C)cc1,/,-4%,4,2%,/,9%,-2%[12.7 µM],27%,-30%
CCOC(=O)c1noc2nc(C)n(CC(=O)Nc3cccc(OC)c3)c(=O)c12,-1%,-1%,-2,3%,2%,3%,-3%[59 µM],19%[57 µM],-22%
O=C(NC1CCCC1)c1c[nH]c2ccc(F)cc2c1=O,-11%,0%,1,2%,-4%,-2%,-2%[12.7 µM],35%,-12%
O=C1CSCC(=O)N1Cc1ccc(Cl)cc1Cl,-5%,-1%,1,7%,/,4%,8%,49%[activator],14%
COc1cc(OC)c(NS(=O)(=O)c2cc3c(cc2C)NC(=O)CO3)cc1Cl,6%,1%,-3,-2%,2%,13%,-1%[59 µM],48%[activator],-8%
C/C(Cl)=C\Cn1c(=O)c2c(nc3n2CCS3)n(C)c1=O,-1%,-2%,-8,4%,3%,?,-8%,44%,3%
Cc1ccc2oc(=O)c3cc(C(=O)N4CCN(C)CC4)sc3c2c1,-5%,-2%,4,-4%,i,3%,6%[59 µM],58%[activator],5%[11.4 µM]
O=C(Nc1ccc(F)cc1)c1ccc(Cn2cnnn2)cc1,-5%,-6%,-1,-5%,0%,-9%,9%,29%,-6%
O=[N+]([O-])c1ccc(NCCCNS(=O)(=O)c2ccccc2)c(Cl)c1,5%,-12%,-1,-29%,-2%,-7%,-15%[59 µM],-4%,?
CC1CC(C)CN(c2cc(N(C)CCO)c([N+](=O)[O-])c3nonc23)C1 (stereo unspecified),-8%,38%[activator],-2,?,i,-1%,-1%,-5%,-24%
CC(=O)Oc1ccc2oc(-c3ccccc3)c(C(N)=O)c2c1,-7%,-4%,0,-8%,-1%,48%[activator],26%[59 µM],-12%,-13%[11.4 µM]
O=C(NC1CCCC1)C(c1ccsc1)N(Cc1ccccc1)C(=O)Cc1cccs1 (stereo unspecified),/,-1%,1,-1%,-10%,9%,4%,20%,-14%
CCCS(=O)(=O)N1CCCC(C(=O)NCCCN2CCCC2=O)C1 (stereo unspecified),-11%,3%,6,0%,-9%,8%,/,13%,-5%
COC(=O)Cc1ccc(NC(=S)NNC(=O)C2CC2)cc1,10%,-2%,2,0%,-4%,-6%,-48%,19%,-12%
CCC(=O)NC(c1cc(Cl)c2ccccc2c1O)C(C)C (stereo unspecified),/,4%,3,-9%,-9%,2%,-2%[0.501 µM],67%[activator],2%
O=C(NCCC(=O)N1CCCC(C(F)(F)F)C1)c1ccccc1Cl (stereo unspecified),5%,0%,0,?,6%,2%,73%,47%[activator],-7%
Cn1c(=O)c2c(nc(N3CCCCC3)n2CCNC2=NCCC2)n(C)c1=O,-7%,-5%,-2,-10%,-7%,1%,-1%[59 µM],14%,-13%
COc1ccc(CCNC(=O)CCS(=O)(=O)c2cc(Br)cc3c2N(C(C)=O)CC3)cc1OC,-1%,0%,3,1%,-3%,-3%,13%[59 µM],8%,-12%
CCOc1cc(/C=C2\C(=O)ON=C2C)ccc1OCc1ccccc1,12%,1%,9,-25%,-6%,-16%,13µM*,6%,-18%
COc1ccc(-c2[nH]n(-c3ccc([N+](=O)[O-])cc3)c(=O)c2C=NCc2ccc(F)cc2)cc1,2%,1%,0,4%,i,1%,-14%[59 µM],9%,-26%
O=C(CSc1nc(C2CC2)nc2ccccc12)Nc1ccccc1,-12%,-4%,-3,1%,-7%,8%,21%[59 µM],12%,-9%
CCN(CC)c1ccc(/C=N/NC(=S)NCc2ccco2)cc1,8%,4%,5,?,-6%,24%,?,-27%,?
COc1ccc(C(=O)NN/C(C)=C/C(=O)C(F)(F)C(F)(F)C(F)(F)F)cc1,-10%,-3%,-2,0%,i,-8%,11%[59 µM],44%[activator],-13%
COc1ccc(S(=O)(=O)Nc2ccccn2)cc1C(=O)Nc1ccccc1,12%,6%,3,-4%,0%,6%,37%,33%,9%
NC(=O)NC(=O)CSc1nc2sc(-c3ccccc3)cc2c(=O)n1-c1ccccc1,-5%,15%,10,-15%,i,5%,0%,28%,-6%
CN(C)c1ccc(C2CC(=O)OC3=C2C(=O)CC(C)(C)C3)cc1 (stereo unspecified),-7%,-2%,3,-9%,-1%,?,-36%,10%,-9%
CCN(CC)CCN(C(=O)c1ccc(C(=O)c2ccccc2)cc1)c1nc2c(OC)cccc2s1,-11%,-7%,-9,-39%,-7%,4%,?,-2%,?
COc1cccc(-c2cc(C(F)(F)F)n3ncc(C(=O)OC(C)C)c3n2)c1,4%,-5%,-2,9%,-1%,8%,7%[59 µM],42%[activator],6%
Cc1ccc(-n2nc(C)c(NC(=O)CCl)c2C)cc1,9%,4%,8,2%,-4%,3%,11%[59 µM],26%,-19%
CS(=O)(=O)Nc1ccc(S(=O)(=O)N2CCCCCC2)cc1,-4%,5%,11,11%,-6%,-2%,15%,32%,-10%
Cc1ccc(S(=O)(=O)N2CCCN(C)c3nc4ccccc4nc32)cc1,25%,?,-6,66%[activator],-11%,8%,55%[activator][12.7 µM],136%[activator],65%[activator]
Cc1oc(=O)c(NC(=O)c2ccccc2)cc1C(N)=O,1%,1%,-3,-1%,6%,8%,-6%,42%[activator],-6%[11.4 µM]
CCCCN(CC)CCCNC(=O)CS(=O)(=O)Cc1nc(-c2ccc(C)cc2)oc1C,-4%,3%,-2,-16%,-10%,1%,0%[59 µM],24%,-12%
CCC(C)[C@H](NC(=O)[C@@H]1Cc2c([nH]c3ccccc23)C2c3ccccc3C(=O)N21)C(=O)N1CCC[C@@H]1C(=O)O (stereo partly specified),6%,-19%,0,-6%,1%,?,/,20%,-10%
COc1ccc(N2CCN(C(=O)NCc3ccc(OC)c(Cl)c3)CC2)cc1,1%,2%,7,-4%,i,0%,?,17%,-4%
Cc1ccc(-n2c(C(C)C)nc3oc4ccccc4c(=O)c3c2=O)cc1,13%,-4%,-1,-17%,-2%,-1%,-6%,35%,-2%
CCCn1nnc(NC(=O)c2ccco2)n1,/,-5%,-5,8%,1%,3%,5%[12.7 µM],21%,-1%
O=C1C=C(c2c(O)ccc3ccccc23)c2ccccc2C1=O,/,-1%,-19,/,-7%,?,/,25µM*,40µM*
Fc1cc(F)c(C2SCCN2C(=S)Nc2cccc(C(F)(F)F)c2)c(F)c1 (stereo unspecified),3%,2%,-2,-34%,-4%,-12%,?,27%,-7%
